SNCA expr inh = inhibitors of alpha-synuclein (SNCA) gene expression | HEK-293 SNCA-luciferase knock-in, luminescence, 24 h | Potency, µM (top dose mostly 57.2 µM), for the others: at the highest dose activity change, negative = inhibition, usual class: inhibitors | 0.17% of 140,000 active | AID 1671194;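 note: potency is the fitted concentration of half-maximal effect; plate controls were DMSO cells for no effect and cell-free wells for full effect; nearly all actives have a fitted effect of over 45% in size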
GPT2 inh = blocks human glutamate pyruvate transaminase 2. 0.25% of 100,000 active. Recombinant GPT2, coupled pyruvate oxidase/HRP Amplex Red fluorescence. Q8TD30. Potency, µM (series often up to 57.7 µM), for inactives: at the highest dose activity change, negative = inhibition, usual class: inhibitors. AID 1671188; note: potency is the fitted concentration of half-maximal effect; nearly all actives have a fitted effect of over 60% in size; many of its hits are not listed in these tables
Target sequence (Q8TD30 whole entry, looked up): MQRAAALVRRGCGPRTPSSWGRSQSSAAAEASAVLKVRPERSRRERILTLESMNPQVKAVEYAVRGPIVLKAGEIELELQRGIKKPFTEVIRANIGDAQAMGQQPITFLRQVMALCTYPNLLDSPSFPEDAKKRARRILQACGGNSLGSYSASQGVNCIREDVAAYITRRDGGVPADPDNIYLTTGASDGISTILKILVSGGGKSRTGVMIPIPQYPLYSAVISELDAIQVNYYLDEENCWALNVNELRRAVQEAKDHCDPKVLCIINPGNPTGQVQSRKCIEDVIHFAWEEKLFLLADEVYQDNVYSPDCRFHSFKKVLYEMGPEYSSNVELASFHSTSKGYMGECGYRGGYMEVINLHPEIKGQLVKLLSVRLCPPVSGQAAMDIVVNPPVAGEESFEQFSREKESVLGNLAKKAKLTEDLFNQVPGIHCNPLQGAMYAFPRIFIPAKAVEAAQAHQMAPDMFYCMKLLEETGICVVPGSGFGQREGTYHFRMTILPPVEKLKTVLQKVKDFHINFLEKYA
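Inhibition is scored from Amplex Red fluorescence generated when pyruvate oxidase and HRP act on pyruvate released by GPT2. Reactions contain 10ng/uL enzyme, 250uM a-KG and 2mM L-alanine and run 30 min at room temperature.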
3T3 cytotox = cytotoxic compounds in NIH 3T3 cells; NIH 3T3 viability, CellTiter-Glo ATP luminescence, 48-72 h; Potency, µM (series often up to 96.7 µM), without a hit: top-dose activity change, negative = cytotoxicity, actives largely listed as inhibitors; AID 1345082; 4.3% of 94,000 active; note: potency is the fitted concentration of half-maximal effect; nearly all actives have a fitted effect of over 55% in size
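Luminescent ATP readout (CellTiter-Glo, 10 min RT) after 48 or 72 hr compound exposure of NIH 3T3 cells seeded at 400 cells/well in 1536-well format; quantitative HTS.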
IP6K1 inhibitor = IP6K1 kinase inhibition; Q92551; IP6K1 kinase, ADP-Glo luminescence, 2 h; stronger effect = lower value; activity change, % (series mostly up to about 58 µM); 0.81% of 140,000 active; AID 1645851; in the data active = activity change below about -25%
Target sequence (Q92551 whole entry, looked up): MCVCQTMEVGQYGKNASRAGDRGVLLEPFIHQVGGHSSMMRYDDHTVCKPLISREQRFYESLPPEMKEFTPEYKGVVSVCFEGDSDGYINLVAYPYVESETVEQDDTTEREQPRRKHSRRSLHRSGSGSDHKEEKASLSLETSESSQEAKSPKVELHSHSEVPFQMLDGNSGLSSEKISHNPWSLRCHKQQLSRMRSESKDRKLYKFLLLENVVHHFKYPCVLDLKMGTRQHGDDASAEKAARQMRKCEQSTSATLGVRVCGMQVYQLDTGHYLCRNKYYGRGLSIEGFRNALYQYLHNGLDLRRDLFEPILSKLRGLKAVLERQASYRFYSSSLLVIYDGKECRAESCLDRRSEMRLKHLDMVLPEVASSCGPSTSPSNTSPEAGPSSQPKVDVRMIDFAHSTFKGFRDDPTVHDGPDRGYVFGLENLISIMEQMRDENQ
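ADP-Glo luminescence measures ADP made by human IP6K1 during a 2 h RT reaction with ATP/IP6 (mix at 1.3 mM/130 uM); top library doses 57.5 and 19.1 uM final.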
HEK293 viab = reduces viability of HEK-293 SNCA reporter cells. HEK-293-SNCA-luc viability, GF-AFC fluorescence, 24 h. Potency, µM (titrated, usually from 57.1 µM), without a hit: at the top dose activity change, negative = cytotoxicity, usual class: cytotoxic. 0.12% of 150,000 active;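 note: potency is the fitted concentration of half-maximal effect; 0% = DMSO-treated cells and -100% = medium-only wells without cells; nearly all actives have a fitted effect of over 30% in size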
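Cytotoxicity counterscreen: after 24 h compound treatment of genome-edited SNCA-luciferase HEK-293 cells, live-cell protease substrate GF-AFC read by fluorescence after 30 min; activity scaled between DMSO (0%) and medium-only (-100%), curves Hill-fitted.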
FLuc inh = Photinus pyralis luciferase inhibition. 2.5% of 76,000 active. P08659. purified P. pyralis luciferase, luminescence, biochemical. Potency, µM (titrated, usually from 115 µM), for the others: top-dose activity change, negative = inhibition, hits mostly inhibitors. AID 1347043; note: potency is the fitted concentration of half-maximal effect; nearly all actives have a fitted effect of over 65% in size
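Luminescence read by CCD imager after adding enzyme (10nM final) to wells holding compound, titrated in qHTS. Substrates 10uM each D-luciferin and ATP; buffer 50mM Tris acetate pH 7.5, 10mM Mg acetate, Tween-20, BSA.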
HEK293 tox = kills HEK 293 cells. Potency, µM (titrated, usually from 115 µM), for the others: at the top dose activity change, negative = cytotoxicity, hits mostly inhibitors. 6.6% of 94,000 active. AID 1345083. HEK 293 viability, ATP luminescence (CellTiter-Glo), 48-72 h; note: potency is the fitted concentration of half-maximal effect; nearly all actives have a fitted effect of over 60% in size
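CellTiter-Glo luminescence (cellular ATP) was read after 48 or 72 hr of compound exposure at 37 degree Celsius. Cells were HEK 293 plated at 250 cells/well.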
* = called active by the depositor; i = inactive; ? = inconclusive; / = not tested or not shown; [ ] = dose if it differs, or a comment. Unless noted, calls come from the whole dose curve; as a rule, active = well fitted curve in the direction sought with a large enough effect; inconclusive = small, poorly fitted or top-dose-only effect, or another doubt; inactive = no such curve, though single readings can be large; an effect the other way counts as inactive or inconclusive. Unless noted, % is set by controls: 0 for no effect and ±100 for the full control effect.

SMILES | 3T3 cytotox | GPT2 inh | SNCA expr inh | HEK293 viab | IP6K1 inhibitor | FLuc inh | HEK293 tox
COc1cccc(-c2cc3c(ccn3C)c(C(=O)NCc3c(C)cc(C)[nH]c3=O)n2)c1 | ? | ? | -5%[87.6 µM] | -19%[87.6 µM] | -3 | -2%[172 µM] | ?
COCC1CN(C(C)=O)CC12CCN(Cc1ccccc1C(F)(F)F)CC2 (centres undefined) | -13% | -8% | 18% | -6% | -4 | 7% | ?
CC1(C)CC[C@]2(C(=O)O[C@@H]3O[C@H](CO)[C@@H](O)[C@H](O)[C@H]3O)CC[C@]3(C)C(=CCC4[C@@]5(C)C[C@@H](O)[C@H](O)C(CO)(CO)C5CC[C@]43C)C2[C@@H]1O (some centres undefined) | / | i | / | -3%[23.9 µM] | -6 | / | /
CCOc1ccc(S(=O)(=O)c2cn(Cc3ccccc3C)c3ccc(OC)cc3c2=O)cc1 | / | / | 28% | -4% | 21 | / | /
COc1ccccc1CNC(=O)c1ccc2nnc(-c3ccc(Cl)cc3)n2c1 | ? | i | -9% | 5% | 8 | / | ?
CN1[C@@H](CCC(=O)NCc2cccs2)CNC(=O)[C@@H]2[C@H]1CCN2Cc1cccc(Cl)c1 | -23% | -4% | -4% | -2% | -4 | 1% | -21%
O=C(c1c(F)cccc1F)N1CCC(n2cc(-c3nc(-c4ccccc4)no3)nn2)CC1 | ? | -34% | 35%[activator] | -4% | 7 | 0% | ?
Cc1ccc(CCNC(=O)c2ccc3c(c2)N(Cc2cccc(C)c2)C(=O)c2ccccc2S3(=O)=O)cc1 | / | / | 12% | -5% | 21 | / | /
CCC(=O)NCc1ccccc1-c1ccnc(C)c1 | -21% | ? | -14% | 6% | 28 | 19% | -26%
COC(=O)c1ccccc1NC(=O)CN1C(=O)NC(c2ccc(C)cc2)C2=C1COC2=O (centres undefined) | ? | i | 4% | -9% | 1 | 5% | ?
CN1CCN(c2ncnc3sc4c(c23)CCNC4)CC1 | ? | i | ? | -10% | 2 | 5% | ?
C[C@@H](NC(=O)c1ccc2c(c1)OCO2)c1onc(-c2ccc(F)cc2)c1C(=O)O | -9%[138 µM] | -1%[88.5 µM] | 13%[87.6 µM] | 7%[87.6 µM] | -7 | 10%[172 µM] | i
COCCNC(=O)c1ccc2c(c1)N(C)C(CC(=O)Nc1cccnc1)CO2 (centres undefined) | -14% | i | 3% | -1% | -4 | 4% | -14%
CCOc1ccccc1C(=O)N1CCCC2(C1)NC(=O)N(Cc1ccc(Cl)cc1)C2=O (centres undefined) | ? | 4% | ? | -8% | -12 | 8% | 79µM*
Cc1cc(NCc2ccccc2Cl)n2cnnc2n1 | / | / | 2% | -8% | -15 | / | /

SMILES | 3T3 cytotox | GPT2 inh | SNCA expr inh | HEK293 viab | IP6K1 inhibitor | FLuc inh | HEK293 tox
CC1=C[C@@H](CNC2CCOCC2)[C@H](C(C)C)C[C@H]1Cc1nc2ccc(F)cc2[nH]1 | ? | ? | -15%[87.6 µM] | -22%[87.6 µM] | -6 | 2%[172 µM] | ?
O=C(NCc1cccc(C(F)(F)F)c1)C1CCCN(c2ccnc3ccnn23)C1 (centres undefined) | ? | -6% | -11% | -12% | -5 | / | 45µM*
Cc1cccc(OC[C@H]2C[C@@H](NC(=O)c3ccccc3)[C@H](O)[C@@H]2O)n1 | -21%[174 µM] | -14%[88.5 µM] | -4%[87.6 µM] | 2%[87.6 µM] | 5 | -13%[172 µM] | -6%[172 µM]
COc1ccccc1-c1noc(-c2ccc(NCCc3ccccc3)c([N+](=O)[O-])c2)n1 | / | / | 54%[activator] | 7% | 0 | / | /
CC(C)CCN1CCC2(C1)C(=NC1CCCC1)NC(=O)N2c1cccnc1 (centres undefined) | 32µM* | -7% | 7% | -3% | -7 | / | -10%
CC(=O)c1cccc(NC(=O)CC(c2ccc(C)cc2)N2Cc3ccccc3C2=O)c1 (centres undefined) | / | / | -12% | -6% | -7 | / | /
CC(=O)c1cc(CN2CCC3(CC2)C(C(=O)O)CC(=O)N3C)cs1 (centres undefined) | -8% | -21% | -9% | 1% | -9 | -4% | -20%
Cc1cccc(C(=O)Nc2ccccc2OCc2cc(=O)n3ccccc3n2)c1 | / | / | 15% | -12% | 17 | / | /
COc1ccc(-n2nc(C(=O)N3CCC(C)CC3)c3c4ccccc4n(C)c3c2=O)cc1Cl | / | / | -3% | -22% | 3 | / | /
Cc1c(Cl)cccc1NC(=O)CCn1c(=O)c2cccn2c2ccccc21 | / | / | ? | 4% | 7 | / | /
COc1cc(CNC(=O)c2ccc3c(c2)N(C)C(=O)C2CCCCN32)cc(OC)c1OC (centres undefined) | / | / | 8% | -6% | -5 | / | /
COc1cc2c(cc1OC)C(CNC(=O)Cc1ccccc1)N(C(=O)NC(C)C)CC2 (centres undefined) | -3% | -4% | 13% | -8% | -2 | -7% | ?
COc1cccc2sc(N(Cc3cccnc3)C(=O)C3COc4ccccc4O3)nc12 (centres undefined) | / | / | 24% | 10% | 24 | / | /
COc1ccccc1Nc1ccnc(N2CCCC2C(=O)NCCCc2ccccc2)n1 (centres undefined) | ? | i | -8% | -18% | 29 | / | ?
CCCN(CCC)CCCNC(=O)C1CCN(c2nc3ccc(CC)cc3s2)CC1 | / | / | 123%[activator] | 1% | -7 | / | /

SMILES | 3T3 cytotox | GPT2 inh | SNCA expr inh | HEK293 viab | IP6K1 inhibitor | FLuc inh | HEK293 tox
COc1ccc(N2CC(c3noc(-c4ccc(C(C)(C)C)cc4)n3)CC2=O)cc1OC (centres undefined) | ? | -5% | ? | -18% | -8 | ? | 40µM*
CN(Cc1ccccc1)C(=O)c1c(OCC2CC2)cc(=O)n2c1CCOCC2 | 4% | i | -4% | -2% | 1 | -6% | i
O=C(Cc1ccccc1F)NCCC1CCN(C(=O)Nc2ccc(F)cc2F)CC1 | -7% | i | ? | 0% | 0 | 0% | -7%
Cc1nn(C(C)C(=O)N2CCN(c3ccc(F)cc3)CC2)c(=O)c2c1sc1ccccc12 (centres undefined) | / | / | 5% | 16% | 5 | / | /
COC(=O)c1ccccc1NC(=O)Cn1nc(C)c2nn(-c3ccc(Cl)cc3)c(C)c2c1=O | / | / | -3% | 2% | 6 | / | /
COc1ccc(C(=O)N[C@@H]2C=C(C(=O)N[C@H](C)C(N)=O)C[C@@H](O)[C@@H]2O)cc1 | -2%[138 µM] | i | -1%[87.6 µM] | 3%[87.6 µM] | 0 | -14%[172 µM] | -2%[172 µM]
CCc1ccc(NC(=O)CN(c2ccc(C)cc2)S(=O)(=O)c2cccs2)cc1 | / | / | 16% | 7% | 4 | / | /
Cc1cccc(-c2noc(CCC(=O)N3CCC(C)(c4noc(C)n4)CC3)n2)c1 | ? | -23% | ? | 6% | -5 | -17% | 45µM*
Cc1c2cnn(CC(=O)NCc3ccc(F)cc3)c(=O)c2c(C)n1Cc1ccccc1Cl | / | / | ? | -10% | 4 | / | /
CCc1ccc2oc(C(=O)Nc3cc(Cl)ccc3OC)cc(=O)c2c1 | / | / | 68%[activator] | -7% | -14 | / | /
CC[C@H]1OC(=O)[C@H](C)[C@@H](O[C@H]2C[C@@](C)(OC)[C@@H](O)[C@H](C)O2)[C@H](C)[C@@H](O[C@@H]2O[C@@H](C)C[C@H](N(C)C)[C@@H]2O)[C@](C)(O)C[C@@H](C)C(=O)[C@H](C)[C@@H](O)[C@]1(C)O | / | 0% | -23% | -1% | / | / | /
COC(=O)c1ccc(NC(=O)Cn2nc3n(c2=O)CCCC3)cc1 | i | -9% | -1% | -16% | 0 | -1% | -6%
COc1ccc(C[C@H](NC(=O)[C@@H]2C[C@H](NC(=O)Nc3ccc(F)cc3F)CN2C(=O)CC(C)(C)C)C(N)=O)cc1 | i | 3% | 5% | -4% | -11 | -3% | -2%
O=C(c1ccc(N2CCC(CO)C2)nc1)N1CCC(Oc2cccnc2)CC1 (centres undefined) | -5% | -9% | -17% | ? | 11 | -1% | -25%
Cc1cc(C)cc(-n2ccnc2SCC(=O)Nc2nc3ccc(C)cc3s2)c1 | / | / | 17% | 9% | -7 | / | /

Profiles, looked up by structure. Screens in order: 3T3 cytotox | GPT2 inh | SNCA expr inh | HEK293 viab | IP6K1 inhibitor | FLuc inh | HEK293 tox
Profile of COc1ccc(C[C@H](NC(=O)[C@@H]2C[C@H](NC(=O)Nc3ccc(F)cc3F)CN2C(=O)CC(C)(C)C)C(N)=O)cc1 = i | 3% | 5% | -4% | -11 | -3% | -2%
Profile of Cc1cc(C)cc(-n2ccnc2SCC(=O)Nc2nc3ccc(C)cc3s2)c1 = / | / | 17% | 9% | -7 | / | /

(continued)
SMILES | 3T3 cytotox | GPT2 inh | SNCA expr inh | HEK293 viab | IP6K1 inhibitor | FLuc inh | HEK293 tox
Cn1cc(NC(=O)C[C@H]2NC(=O)c3ccccc3NC2=O)cn1 | -6% | i | -16% | 0% | 7 | -8% | 0%
c1ccc(Cc2noc(CCn3ccnc3-c3ccncc3)n2)cc1 | -21% | i | 1% | 2% | 3 | 1% | -3%
Cc1noc2ncnc(NCCc3ccccc3)c12 | / | / | -4% | -3% | -4 | / | /
COc1ccc(CCNC(=O)c2nc3cccnc3n(C3CCCCC3)c2=O)cc1 | ? | -9% | -5% | -13%[12.5 µM] | 5 | / | ?
Cc1ccc(NC(=O)Cn2nc(-c3ccncc3)ccc2=O)cc1Cl | / | / | -19% | -16% | -1 | / | /
CC(=O)NCC1CN(C(=O)NCc2ccc(OC(F)(F)F)cc2)CC12CCCCC2 (centres undefined) | ? | i | -11% | 18% | 3 | / | -29%

Filtered by structure: the entries above containing a thiophene ring, fused or not.
SMILES | 3T3 cytotox | GPT2 inh | SNCA expr inh | HEK293 viab | IP6K1 inhibitor | FLuc inh | HEK293 tox
CN1[C@@H](CCC(=O)NCc2cccs2)CNC(=O)[C@@H]2[C@H]1CCN2Cc1cccc(Cl)c1 | -23% | -4% | -4% | -2% | -4 | 1% | -21%
CN1CCN(c2ncnc3sc4c(c23)CCNC4)CC1 | ? | i | ? | -10% | 2 | 5% | ?
CC(=O)c1cc(CN2CCC3(CC2)C(C(=O)O)CC(=O)N3C)cs1 (centres undefined) | -8% | -21% | -9% | 1% | -9 | -4% | -20%
Cc1nn(C(C)C(=O)N2CCN(c3ccc(F)cc3)CC2)c(=O)c2c1sc1ccccc12 (centres undefined) | / | / | 5% | 16% | 5 | / | /
CCc1ccc(NC(=O)CN(c2ccc(C)cc2)S(=O)(=O)c2cccs2)cc1 | / | / | 16% | 7% | 4 | / | /

Some of the compounds tested, so the mix of outcomes need not match the whole.
